# M4 antag = CHRM4 antagonism in calcium assay | CHO-hM4 cells, ACh EC80, Fluo-8 calcium fluorescence | P08173 | AID 624125 | 0.73% of 360,000 active | inhibition, % at 3 µM;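 active means inhibition above its plate's cutoff, the mean inhibition of sample wells plus 3 SD, cut at about 27% in these data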;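 further: 0% = acetylcholine EC80 with DMSO and 100% = DMSO without agonist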
# Target sequence (P08173 whole entry, looked up): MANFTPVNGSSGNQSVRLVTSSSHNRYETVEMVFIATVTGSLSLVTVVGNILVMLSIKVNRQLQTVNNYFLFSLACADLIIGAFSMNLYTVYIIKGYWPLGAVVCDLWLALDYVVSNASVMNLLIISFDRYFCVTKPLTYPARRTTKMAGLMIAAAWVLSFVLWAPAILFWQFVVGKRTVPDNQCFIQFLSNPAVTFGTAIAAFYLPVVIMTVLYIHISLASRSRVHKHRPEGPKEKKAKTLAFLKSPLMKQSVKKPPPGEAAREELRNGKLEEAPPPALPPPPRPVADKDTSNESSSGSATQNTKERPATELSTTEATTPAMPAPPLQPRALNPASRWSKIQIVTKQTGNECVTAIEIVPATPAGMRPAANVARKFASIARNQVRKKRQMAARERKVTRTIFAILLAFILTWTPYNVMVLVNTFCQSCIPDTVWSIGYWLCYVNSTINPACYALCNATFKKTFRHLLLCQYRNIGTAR
# CHRM4 agonist = agonists of human muscarinic M4 receptor (CHRM4); P08173; CHO-K1 hM4/Gqi5, Fluo-8 calcium fluorescence; vehicle 0%, full acetylcholine response 100%; activation, % at 3 µM; 0.14% of 360,000 active;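 active means activation above the run mean over all test wells plus 3 SD, cut at about 32% in these data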;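 further: peak over basal fluorescence ratio per well then scaled between controls; 0% = DMSO wells and 100% = acetylcholine at EC100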
# M5 antag = CHRM5 antagonism in calcium assay; P08912; CHO-hM5 cells, Fluo-8 calcium fluorescence, ACh EC80; inhibition, % at 3 µM; 0.59% of 360,000 active; AID 624040;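 active means inhibition above a per-plate cutoff, the mean of that plate's test compounds plus 3 SD, cut at about 27% in these data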;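 further: 0% = acetylcholine EC80 with DMSO and 100% = DMSO without agonist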
# Target sequence (P08912 whole entry, looked up): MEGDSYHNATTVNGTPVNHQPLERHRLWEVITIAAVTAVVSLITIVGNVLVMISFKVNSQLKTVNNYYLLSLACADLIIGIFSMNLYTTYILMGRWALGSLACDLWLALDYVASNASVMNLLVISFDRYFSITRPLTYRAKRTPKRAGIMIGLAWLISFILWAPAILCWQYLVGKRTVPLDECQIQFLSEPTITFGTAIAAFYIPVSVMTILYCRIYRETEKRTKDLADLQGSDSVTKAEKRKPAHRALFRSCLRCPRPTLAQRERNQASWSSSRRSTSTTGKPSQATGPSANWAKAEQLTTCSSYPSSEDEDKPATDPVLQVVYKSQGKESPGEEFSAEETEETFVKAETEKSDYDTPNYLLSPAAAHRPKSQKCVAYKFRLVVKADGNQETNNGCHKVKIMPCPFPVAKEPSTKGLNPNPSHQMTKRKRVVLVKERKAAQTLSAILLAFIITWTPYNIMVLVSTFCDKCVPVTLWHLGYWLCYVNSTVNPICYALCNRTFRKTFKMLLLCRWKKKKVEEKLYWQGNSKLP
# M1 antag = human CHRM1 antagonism. P11229. CHO-K1 hM1, Fluo-8 calcium fluorescence, ACh EC80 antagonist. inhibition, % at 3 µM. 1.3% of 360,000 active;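 active means percent inhibition above its own plate's cutoff, namely the mean of that plate's compound wells plus 3 SD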;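 further: peak over basal fluorescence ratio during 140 s after agonist addition; 0% = ACh EC80 plus DMSO and 100% = DMSO alone without agonist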
# CHRM5 PAM = potentiates acetylcholine response at human M5 receptor. P08912. CHO-K1 hM5, Fluo-8 calcium, ACh EC20 PAM; 0% = ACh EC20, 100% = ACh EC100. activation, % at 3 µM. 0.3% of 360,000 active;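 active means activation above the run cutoff, the mean activation of all test compounds plus 3 SD, cut at about 18% in these data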
#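 system = human M5 receptor in CHO-K1 cells | reagent = EC20 acetylcholine as agonist stimulus | compound dosing = single-point, 3 µM nominal | incubation = Fluo-8 loading 80 min at 37 °C plus 30 min room temperature | detection = Fluo-8 calcium dye fluorescence, kinetic read | benchmarks = low control EC20 acetylcholine (0%), high control EC100 acetylcholine (100%)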
# CRFBP-R2 agonist = CRF-BP/CRF-R2 complex agonism; HEK293 CRF-R2/CRF-BP, calcium dye fluorescence (FLIPR); percent of saturating CRF peptide response; activation, % at 13.2 µM; 0.46% of 350,000 active;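 active means activation of at least 50%, plus an integration ratio under a set limit after plate pattern correction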;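 further: plate controls were neutral control wells without compound for no effect and CRF at EC100 for full effect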
# CHRM5 agonist = CHRM5 agonism in calcium assay | 0.19% of 360,000 active | activation, % at 3 µM | CHO-K1 hM5 cells, Fluo-8 calcium fluorescence; 0% DMSO wells, 100% maximal acetylcholine response | P08912 | AID 624037;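 active means activation above the run's mean over test compounds plus 3 SD, cut at about 23% in these data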;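 further: signal is peak over basal fluorescence ratio across the kinetic read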
# M1 PAM = positive allosteric modulators of human M1 muscarinic receptor. P11229. CHO-K1 hM1, Fluo-8 calcium fluorescence, ACh EC20; 0% = ACh EC20, 100% = maximal ACh. activation, % at 3 µM. 0.088% of 360,000 active; in the data active means activation above about 19%, passing the limit was not always enough
# CHRM4 PAM = potentiates acetylcholine response at human M4 receptor. P08173. CHO-K1 hM4/Gqi5, Fluo-8 calcium fluorescence, ACh EC20; 0% = ACh EC20, 100% = maximal ACh. activation, % at 3 µM. 0.4% of 360,000 active;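 active means activation above its plate's cutoff, the mean activation of sample wells plus 3 SD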; further: some results filed as inactive read as strong as hits
# The depositor's hits bear a star; . = no result given.
SMILES,M4 antag,CHRM4 agonist,M5 antag,M1 antag,CHRM5 PAM,CRFBP-R2 agonist,CHRM5 agonist,M1 PAM,CHRM4 PAM
CN1N=C(C(=O)N2CCc3c([nH]c4ccccc34)C2c2c(F)cccc2Cl)CCC1=O (centres undefined),12,9,6,-10,-3,19,10,11,2
O=C(NCCOc1ccccc1)c1cc(C(=O)NCCOc2ccccc2)cc([N+](=O)[O-])c1,15,27,27*,22,-21,-1.5,9,-16,-28
CCCc1nnc(NC(=O)CCN2C(=O)c3ccccc3C2=O)s1,3,0,1,-6,0,0.2,0,5,1
O=C(CSc1ncn(-c2ccccc2)n1)Nc1nncs1,-2,0,-1,-3,4,-0.2,-2,7,-4
C=CCOc1ccc(/C=N/n2cncn2)cc1OC,2,1,1,-6,1,-0.9,-5,4,8
CC(=O)C1=C(O)C(=O)N(c2cccnc2)C1c1cccc([N+](=O)[O-])c1 (centres undefined),2,0,0,-13,7,-2.3,0,4,-12
O=C(c1ccco1)N(Cc1cccs1)C1CCS(=O)(=O)C1 (centres undefined),-1,1,-9,-25,2,-0.6,1,7,10
CCOc1ccc(CC(=O)Nc2c(C(N)=O)oc3ccc(Br)cc23)cc1OCC,-17,2,-3,-5,2,-0.8,4,3,6
CC1CC(C)CN(CCCNC(=O)C2CCCN(c3nnc(N4CCCC4=O)s3)C2)C1 (centres undefined),3,0,-3,1,-4,7.6,-2,-1,-6
O=C(COC(=O)CCc1ccc(S(=O)(=O)N2CCOCC2)cc1)NC1CCCCCC1,-1,5,2,-12,-3,-0.2,2,7,-4
CC(=O)NC(c1ccc(F)c(F)c1)c1nc(-c2ccc(C)c(C)c2)cs1 (centres undefined),11,2,4,6,-2,.,2,-1,-2
O=C1CC(c2ccccc2)CC(O)=C1C=NCCN1CCN(C(=S)Nc2cccc(Cl)c2)CC1 (centres undefined),-4,10,4,13,-4,2.9,-5,-14,-4
CC(C)(C)c1cc[n+](C2=C([O-])c3ccccc3C(=O)/C2=N\S(=O)(=O)c2cccs2)cc1,-13,5,-12,2,-4,-1.8,6,1,-4
NC(=O)CN1C(=O)C(O)(CC(=O)c2ccccc2O)c2ccccc21 (centres undefined),-5,1,-2,-4,0,-0.7,0,3,10
CCCN1CCN(C(=O)CN2C(=O)COc3ccc(S(=O)(=O)N(CC)CC)cc32)CC1,-17,1,-13,-13,5,1.1,1,8,1
O=C(O)c1cccc(S(=O)(=O)N(Cc2ccccc2)c2cccc(C(F)(F)F)c2)c1,-5,1,10,-12,-4,2.2,-3,8,5
CC[C@]12c3[nH]c4cc(-c5ccco5)ccc4c3CCN1C(=O)[C@@H](CC(=O)NCc1ccco1)C[C@@H]2C(=O)N1CCN(C(=O)c2ccco2)CC1,-1,3,-10,-12,4,0.4,-2,8,0
CC(=O)Nc1ccc(NC(=O)C2CCCN(S(=O)(=O)c3ccc(Cl)cc3)C2)cc1 (centres undefined),-1,2,11,1,-4,-1.6,-3,7,3
CN1CCC(=O)N([C@H](CSc2ccc(Br)cc2)Cc2ccccc2)CC1,-12,9,8,-5,0,2.1,-5,19,15
CCOC(=O)C1Nc2ccc(Br)cc2C2C=CCC12 (centres undefined),6,0,7,-5,5,-0.5,1,7,-7
CCOc1cccc(-c2c(C(=O)N/N=C/c3ccc(Br)cc3)nnn2-c2nonc2N)c1,-1,9,1,6,18*,1.3,18,22,15
CCC(C(=O)Nc1ccc2c(c1)OCCO2)n1nnc2ccccc2c1=O (centres undefined),-3,1,18,-6,-7,0.0,-6,3,1
O=S(=O)(c1cccc2nsnc12)N1CCN(C/C=C\c2ccccc2)CC1,-18,3,-7,-4,4,-0.4,-2,1,-2
O=C(C1CCN(S(=O)(=O)c2ccc(Cl)cc2)CC1)N1CCN(c2ccccn2)CC1,-9,7,-5,-2,-5,-2.4,-2,2,-4
CN(CCc1ccccn1)c1ccccc1,-3,1,10,-5,4,-1.7,0,9,0

# 13 entries from above, with tabs:
SMILES	M4 antag	CHRM4 agonist	M5 antag	M1 antag	CHRM5 PAM	CRFBP-R2 agonist	CHRM5 agonist	M1 PAM	CHRM4 PAM
CC(C)(C)c1cc[n+](C2=C([O-])c3ccccc3C(=O)/C2=N\S(=O)(=O)c2cccs2)cc1	-13	5	-12	2	-4	-1.8	6	1	-4
NC(=O)CN1C(=O)C(O)(CC(=O)c2ccccc2O)c2ccccc21 (centres undefined)	-5	1	-2	-4	0	-0.7	0	3	10
CCCN1CCN(C(=O)CN2C(=O)COc3ccc(S(=O)(=O)N(CC)CC)cc32)CC1	-17	1	-13	-13	5	1.1	1	8	1
O=C(O)c1cccc(S(=O)(=O)N(Cc2ccccc2)c2cccc(C(F)(F)F)c2)c1	-5	1	10	-12	-4	2.2	-3	8	5
CC[C@]12c3[nH]c4cc(-c5ccco5)ccc4c3CCN1C(=O)[C@@H](CC(=O)NCc1ccco1)C[C@@H]2C(=O)N1CCN(C(=O)c2ccco2)CC1	-1	3	-10	-12	4	0.4	-2	8	0
CC(=O)Nc1ccc(NC(=O)C2CCCN(S(=O)(=O)c3ccc(Cl)cc3)C2)cc1 (centres undefined)	-1	2	11	1	-4	-1.6	-3	7	3
CN1CCC(=O)N([C@H](CSc2ccc(Br)cc2)Cc2ccccc2)CC1	-12	9	8	-5	0	2.1	-5	19	15
CCOC(=O)C1Nc2ccc(Br)cc2C2C=CCC12 (centres undefined)	6	0	7	-5	5	-0.5	1	7	-7
CCOc1cccc(-c2c(C(=O)N/N=C/c3ccc(Br)cc3)nnn2-c2nonc2N)c1	-1	9	1	6	18*	1.3	18	22	15
CCC(C(=O)Nc1ccc2c(c1)OCCO2)n1nnc2ccccc2c1=O (centres undefined)	-3	1	18	-6	-7	0.0	-6	3	1
O=S(=O)(c1cccc2nsnc12)N1CCN(C/C=C\c2ccccc2)CC1	-18	3	-7	-4	4	-0.4	-2	1	-2
O=C(C1CCN(S(=O)(=O)c2ccc(Cl)cc2)CC1)N1CCN(c2ccccn2)CC1	-9	7	-5	-2	-5	-2.4	-2	2	-4
CN(CCc1ccccn1)c1ccccc1	-3	1	10	-5	4	-1.7	0	9	0

# (cont.)
SMILES,M4 antag,CHRM4 agonist,M5 antag,M1 antag,CHRM5 PAM,CRFBP-R2 agonist,CHRM5 agonist,M1 PAM,CHRM4 PAM
COc1ccc(CCNC2=C(Cl)C(=O)N(Cc3ccccc3)C2=O)cc1OC,6,7,32*,13,-14,0.1,-1,-6,-15
Cc1cc(C)cc(-n2ccnc2SCC(=O)c2c(N)n(C3CC3)c(=O)[nH]c2=O)c1,10,2,3,-5,-4,-0.8,-1,7,0
Cc1nc(N2CCN(S(=O)(=O)c3ccccc3C#N)CC2)c2c(-c3cccs3)csc2n1,7,3,10,6,-8,6.7,-2,-3,-24
Cc1cccc(C)c1OC(=O)Cc1ccccc1[N+](=O)[O-],-2,2,-2,-8,2,0.3,0,9,1
CC(C)Cn1nc(C(=O)N2CCc3ccccc32)c2ccccc2c1=O,2,-1,1,10,1,-1.3,-10,-6,-3
CCCNC(=O)N1CCN(C(=O)NCCC)CC1,-1,0,8,-31,-3,-0.5,-3,8,4
O=C(Nc1cccc(S(=O)(=O)N2CCOCC2)c1)c1ccc(N2CCCC2=O)cc1,-7,2,-2,-1,3,-0.3,0,9,9
CCOc1ccccc1N(CC(=O)O)S(=O)(=O)c1ccccc1,-7,0,0,-4,-5,-1.4,0,7,-2
CN(CCC#N)C(=O)COC(=O)c1ccc2c(c1)C(=O)N(C1CCCCC1)C2=O,2,2,3,-3,-4,-1.1,-1,2,-5
Cc1oc(-c2ccccc2F)nc1CN1CCC(C(=O)NC2CC2)CC1,0,0,-3,-1,2,2.6,-3,5,-4
CC(=O)Nc1cc(S(=O)(=O)C(F)(F)F)ccc1Cl,-2,0,-10,-22,19*,-1.8,-2,5,1
Cc1nn(C)cc1S(=O)(=O)N1CCCCC1C (centres undefined),1,0,14,-10,0,-0.2,-3,12,8
COc1ccc(CCN2C(=O)CC(C(N)=O)SC2=Nc2ccccc2)cc1 (centres undefined),0,2,15,4,-2,-1.8,-1,0,-1
CN(C)S(=O)(=O)c1cccc(NC(=S)N/N=C/C2CC=CCC2)c1 (centres undefined),12,0,6,-3,-4,-1.8,-4,4,-7
O=C(CNC(=O)c1ccccc1Br)N/N=C/c1cc(Br)ccc1O,-3,5,3,-3,-3,-0.3,-1,7,0
O=C(NNC(=S)Nc1ccccc1C(F)(F)F)c1cccnc1,-2,1,9,-8,-5,1.9,-3,7,2
CC1CCN(c2nc3c(=O)[nH]c(N)nc3n2[C@@H]2O[C@H](CO)[C@@H](O)[C@H]2O)CC1,-4,3,10,-11,-2,1.5,-2,12,6
CCCc1nc2ccc(Cl)cn2c1Cc1ccsc1,-6,-2,-4,-2,3,.,-5,2,4
O=C(O)C1(P(=O)(c2ccc(Cl)cc2)c2ccc(Cl)cc2)CC1,0,1,-9,2,2,-0.8,-2,11,3
COc1ccc(NC(=O)Nc2ccccc2C(N)=O)cc1OC,11,0,-4,-4,-1,-0.4,-1,1,-2
Clc1ccc(-n2cc(COCc3ccccc3)nn2)cc1,4,0,-13,1,11,-4.0,-2,4,9
CCOC(=O)C1=C(COC(=O)CNC(=O)c2cc(OC)c(OC)c(OC)c2)NC(=O)NC1C (centres undefined),-22,2,-15,-4,2,-0.3,-2,9,3
COc1ccc(Cn2cc(CN3CC(N(C)C)CS3(=O)=O)nn2)cc1 (centres undefined),-4,1,-6,.,12,.,2,.,12
CCN(CC)Cc1nc2sc(C)c(C)c2c(=O)[nH]1,35*,1,5,22,-1,-0.7,-4,-7,-14
CCOc1cc(N2CCOCC2)c(OCC)cc1NC(=O)CSc1nc(N)cc(=O)[nH]1,6,1,-1,1,3,0.8,7,4,-4

# Continued.
SMILES,M4 antag,CHRM4 agonist,M5 antag,M1 antag,CHRM5 PAM,CRFBP-R2 agonist,CHRM5 agonist,M1 PAM,CHRM4 PAM
CC(NC(=O)NC(=O)c1ccc(F)cc1)C1CC1 (centres undefined),0,2,-2,10,-1,-0.3,3,-7,0
COc1cc(OC)c(OC)cc1CN1CCSCC1,-7,1,12,-10,0,1.5,-2,6,5
Cc1c(C(=O)N2CCCCC2)c(S(=O)(=O)N2CCc3ccccc32)c(C)n1C,6,0,-11,-16,7,0.1,-2,20,11
CC(=O)Nc1ccc(S(=O)(=O)Nc2ccccc2C(=O)N2CCCC2)cc1,0,0,16,1,-5,-2.7,-4,4,-2
O=C(Nc1cccc(S(=O)(=O)N2CCCCC2)c1)c1cc2ccccc2o1,7,12,10,2,-22,0.7,-6,-8,-12
Cn1c(CC2Sc3ccccc3NC2=O)nnc1SCC(=O)c1ccc(Cl)cc1 (centres undefined),7,2,5,-7,-1,-1.9,-1,1,-8
COc1ccccc1NS(=O)(=O)NC(=O)c1cn(C)c2ccccc12,8,2,3,7,-2,0.0,-5,-1,6
